IEC-6 tox: IEC-6 cytotoxicity, counter-screen for KLF5 inhibitors; luminescence viability; inhibition, % at 5 µM; 0.78% of 290,000 active; AID 1825; in the data active means inhibition above about 22%;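 further: 0% = plate median of test compound wells and 100% = cytotoxic reference compound wells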
aSyn 5UTR inh: 5' untranslated region of α-synuclein, MLPCN primary screen; alpha-synuclein 5'UTR reporter, inhibitor activity; inhibition, % (tested at 7.5 µM); 0.82% of 300,000 active; AID 1813; in the data active means inhibition above about 60%;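 further: H4 neuroglioblastoma cells stably carrying SNCA 5'UTR luciferase fusion; 0% = DMSO wells and 100% = positive control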
GSK3 alpha inh: inhibitors of human GSK-3 alpha kinase. P49840. ADP-Glo luminescence, 60 min. inhibition, % at 10 µM. 0.1% of 320,000 active. AID 2650;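 in the data active means inhibition above about 50%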;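 further: GST-tagged GSK-3 alpha with peptide substrate and 25 µM ATP; 0% = DMSO neutral wells and 100% = GW8510 positive control wells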
Target sequence (P49840 whole entry, looked up): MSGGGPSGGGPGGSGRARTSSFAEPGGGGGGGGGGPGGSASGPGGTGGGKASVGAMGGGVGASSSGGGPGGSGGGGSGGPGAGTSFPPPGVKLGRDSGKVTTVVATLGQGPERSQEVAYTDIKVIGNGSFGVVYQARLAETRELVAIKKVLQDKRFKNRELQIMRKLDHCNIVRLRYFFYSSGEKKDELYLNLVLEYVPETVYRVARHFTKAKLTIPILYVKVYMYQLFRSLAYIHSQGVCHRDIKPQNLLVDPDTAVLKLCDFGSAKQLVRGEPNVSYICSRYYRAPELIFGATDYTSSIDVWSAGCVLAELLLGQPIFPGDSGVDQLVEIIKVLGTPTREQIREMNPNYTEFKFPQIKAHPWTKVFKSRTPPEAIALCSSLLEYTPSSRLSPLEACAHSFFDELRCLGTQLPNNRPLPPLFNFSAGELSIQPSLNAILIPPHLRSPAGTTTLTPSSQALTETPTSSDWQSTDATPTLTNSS
HIF act: HIF pathway transcriptional activation; U2OS HRE-luciferase reporter, luminescence; normalized: DMSO 0%, desferrioxamine 100%; activation, % at 7.5 µM (by protocol); 0.32% of 300,000 active;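 active means mean activation of at least 10% of the iron chelator positive control signal, with at least half of replicates also reaching 10%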
HSP90 refold inh: blocks HSP90-mediated luciferase refolding in reticulocyte lysate; 0.91% of 290,000 active; inhibition, % at 5.6 µM; Rabbit reticulocyte lysate, luciferase refolding luminescence, 3 h;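 active means inhibition above the screen-wide mean plus 3 SD, computed separately per campaign, cut at about 16% in these data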;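 further: 0% = DMSO wells and 100% = 60 µM geldanamycin wells; inhibitors lower the luminescence because luciferase stays unfolded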
AI-2 QS mod: modulators of Vibrio harveyi AI-2 quorum sensing system; Vibrio harveyi JMH597 AI-2 luminescence/OD600 ratio, 9 h; stronger effect = lower value; strain lacks LuxN and CqsS sensors; 0 = neutral-control median; activity change, % at 7.5 µM; 0.4% of 300,000 active; AID 2094; in the data active means activity change below about -75%, passing the limit was not always enough;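 further: luminescence divided by OD600 gain over 9 h not by final OD600 alone; inactives centre near 13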
HSF1 inh: HSF1 inhibition | NIH3T3-HGL HSE-luciferase, MG132-induced, luminescence 8 h; stronger effect = lower value | activity change, negative = inhibition, % at 7.5 µM (by protocol) | 0.77% of 300,000 active;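 active means more than half of replicate wells show activity change below -50%, luminescence cut by over half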;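 further: luciferase reports HSF-1 transcriptional activity via heat shock element; 0% = median of DMSO wells and -100% = zero luminescence signal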
HSF-1 act: increases HSF-1 driven luciferase reporter signal; NIH3T3-HGL HSF-1 luciferase reporter, MG132, 8 h; 100% = twice DMSO control signal; activation, % at 9 µM; 1.7% of 300,000 active; AID 504408;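 active means mean replicate activation of at least 50% with a set share of replicates each reaching 50%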;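 further: 0% = median of the neutral control wells and 100% = twice that signal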
GSK3beta inhib: inhibitors of human GSK3beta kinase. P49841. GST-GSK3beta kinase, ADP-Glo luminescence, 60 min; stronger effect = lower value. activity score (negative = inhibition), % at 10 µM. 0.038% of 300,000 active. AID 2097;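 active means more than half of replicate wells score below -50%, meaning over 50% inhibition versus plate controls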;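 further: 0% = median DMSO wells and -100% = median GW8510 positive control wells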
Target sequence (P49841 whole entry, looked up): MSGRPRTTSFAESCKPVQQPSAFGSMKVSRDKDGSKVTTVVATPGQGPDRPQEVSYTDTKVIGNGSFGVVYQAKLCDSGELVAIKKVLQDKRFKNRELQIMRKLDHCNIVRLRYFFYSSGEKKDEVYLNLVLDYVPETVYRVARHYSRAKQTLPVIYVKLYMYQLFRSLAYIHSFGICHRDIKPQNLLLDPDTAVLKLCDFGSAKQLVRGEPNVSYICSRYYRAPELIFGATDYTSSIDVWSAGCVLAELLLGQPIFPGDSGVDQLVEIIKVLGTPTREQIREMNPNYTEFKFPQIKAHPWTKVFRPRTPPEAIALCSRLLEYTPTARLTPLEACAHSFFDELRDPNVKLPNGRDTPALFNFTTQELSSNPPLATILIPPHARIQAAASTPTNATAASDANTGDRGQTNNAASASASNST
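Test system – GST-tagged human GSK3beta kinase, cell-free · Incubation – 60 min enzyme reaction, room temperature · Signal – ADP-Glo luminescence · Also added – peptide substrate and ATP at 25 µM · Controls – DMSO neutral wells and GW8510 at 20 µM as positive · Buffer or medium – Tris/MgCl2 kinase buffer · Measure – Luminescence-derived activity versus plate DMSO and GW8510 wells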
KLF5 inh: inhibitors of KLF5 expression. inhibition, % at 5 µM. DLD-1 KLF5 promoter-luciferase reporter, luminescence. AID 1700. 0.23% of 290,000 active;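 active means inhibition above a per-plate limit of that plate's mean compound inhibition plus 3 SD, cut at about 60% in these data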;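 further: 0% = DMSO wells and 100% = LY294002 at 200 µM; higher means less KLF5 promoter-driven luciferase light; inactives centre near -14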
Numbers without * were called inactive; . = no result given.

SMILES	IEC-6 tox	aSyn 5UTR inh	GSK3 alpha inh	HIF act	HSP90 refold inh	AI-2 QS mod	HSF1 inh	HSF-1 act	GSK3beta inhib	KLF5 inh
Cc1ccc(CN2CCN(Cc3cn(C)nc3-c3ccccc3)CC2CCO)o1 (centres undefined)	-8	5	-1	0.0	0	19	1	10	-3	-43
COC(=O)c1cc(Br)c(=O)n(CCc2ccccc2)c1	1	-20	-1	0.0	5	5	-5	0	2	-5
CCCCN(C(=S)Nc1cccc(C)c1C)c1c(N)n(CCC)c(=O)[nH]c1=O	6	-15	-1	-0.3	3	13	7	21	-1	-32
Cc1ccc(CNC(=O)C(=O)NCC2OCCCN2S(=O)(=O)c2ccc(F)cc2)cc1 (centres undefined)	1	-3	-1	-0.7	-4	6	-3	2	2	-8
CCN1CCN(Cc2ccc(C(=O)Nc3ccc(C)c(NCc4cnc(NC(=O)OC)cn4)c3)cc2C(F)(F)F)CC1	-4	12	3	0.0	-2	15	-5	-20	-3	-13
CCOC(=O)N1CCN(S(=O)(=O)c2ccc3c(c2)CCN3C(=O)C2CCC2)CC1	0	10	-1	0.3	-4	19	2	16	1	-13
Cc1cccc(NC(=O)CSc2n[nH]c(-c3ccncc3)n2)c1C	6	-3	0	0.6	-1	6	-1	10	-1	-7
Cc1ccc(NC(=O)c2cc(NC(=O)C3CC=CCC3C(=O)O)ccc2N2CCOCC2)cc1Cl (centres undefined)	3	1	-2	0.3	1	20	-4	-11	1	-14
CCN1C(=O)c2cccc3c(S(=O)(=O)NCc4ccco4)ccc1c23	1	-59	-1	0.0	-3	1	3	33	3	4
Cc1cc2ccccc2n1CCNC(=O)Cc1cccc2ccccc12	-1	-6	-4	0.1	-1	18	1	-6	3	-22
CC1(C)c2ccccc2N(CC(N)=O)C12C=Cc1ccccc1O2 (centres undefined)	-7	14	-2	-0.4	-2	23	1	40	-1	-7
CC1(C)C(=O)Nc2ccccc2N1C(=O)COC(=O)COc1cccc(C(F)(F)F)c1	.	3	-1	-0.2	.	-41	1	14	1	.
CC1(C)Cc2c(C#N)c(SCCOc3ccccc3)nc(N3CCOCC3)c2CO1	1	21	2	-0.8	0	0	-5	1	3	-35
COc1cccc(-n2nc(C(C)=O)c(=O)[nH]c2=O)c1	-4	18	-1	0.1	0	25	4	7	1	-56
O=C(CN1CCOCC1)NCc1ccc(F)cc1	-2	6	-1	0.1	-2	31	1	-11	1	-19
COc1cc2c(cc1OC)C(C(=O)NCc1cccnc1)C(c1cccnc1)N(C)C2=O (centres undefined)	2	0	-1	0.1	0	12	6	24	2	-37
COc1ccccc1C(O)(C(=O)NNc1cccc(C)c1)c1ccccc1OC	0	7	1	-0.4	-2	17	-5	-5	-3	-26
O=C(NCc1ccc(F)cc1)c1cnc(Cl)c(Cl)c1	-4	-17	-1	1.0	-5	-13	-1	-3	0	11
CCOC(=O)CNC(=O)N1c2ccccc2Sc2ccccc21	-1	7	0	0.2	1	-5	-1	-21	3	0
COCCN(CCOC)C(=O)c1ccc(SCc2ccc(C)cc2)c([N+](=O)[O-])c1	0	18	-3	-0.4	-1	20	11	0	0	-38
O=c1oc2c(CN3CCCCC3)c(O)ccc2c2c1CCCC2	5	7	0	0.1	6	17	2	1	-2	-17
O=C(Cn1nnc2ccccc21)Nc1ccc(Cl)cn1	-9	-44	3	0.1	-2	1	3	-2	-1	-24
COc1ccc(C(=O)N/N=C/c2ccc(OC(=O)c3ccccc3)cc2)cc1	-4	-29	-3	0.0	-4	21	8	2	-1	6
CCOc1ccc(C2NC(=O)C(C#N)=C(S)N2c2cccc(C)c2)cc1OC (centres undefined)	-2	-14	1	0.0	-3	26	-6	-12	-19	-29
CCc1cccc(NC(=O)CCc2nc3sc4c(c3c(=O)[nH]2)CCCC4)c1	.	8	0	-2.8	.	46	4	5	4	.

Overlap with the part before: 3 compounds; new compounds follow.
SMILES	IEC-6 tox	aSyn 5UTR inh	GSK3 alpha inh	HIF act	HSP90 refold inh	AI-2 QS mod	HSF1 inh	HSF-1 act	GSK3beta inhib	KLF5 inh
COc1ccc(C(=O)N/N=C/c2ccc(OC(=O)c3ccccc3)cc2)cc1	-4	-29	-3	0.0	-4	21	8	2	-1	6
CCOc1ccc(C2NC(=O)C(C#N)=C(S)N2c2cccc(C)c2)cc1OC (centres undefined)	-2	-14	1	0.0	-3	26	-6	-12	-19	-29
CCc1cccc(NC(=O)CCc2nc3sc4c(c3c(=O)[nH]2)CCCC4)c1	.	8	0	-2.8	.	46	4	5	4	.
CC(C)NC(=O)N1CCN(c2ccncc2S(=O)(=O)N2CCOCC2)CC1	-1	11	.	-0.3	0	12	-7	-10	5	-6
O=C(CCSCc1ccccc1F)N1CCN(c2ccccn2)CC1	0	-78	-7	0.3	2	3	15	28	-24	-41
O=C(NCC1CCN(Cc2ccccc2Cl)CC1)Nc1cccc(Cl)c1	-4	6	0	-0.3	-3	21	1	0	0	-12
O=C(CN1C(=O)C(=O)N(Cc2ccccc2)C1=O)Nc1ccc(F)c(Cl)c1	5	5	-10	0.5	1	9	-1	-14	-2	0
O=C(O)c1cccc(NS(=O)(=O)c2ccc(Oc3ccc(S(=O)(=O)Nc4cccc(C(=O)O)c4)cc3)cc2)c1	.	-2	-10	0.1	.	8	-7	-5	-1	.
CCSC1=C(C#N)C(c2ccccc2Cl)CC(=O)N1 (centres undefined)	3	4	-2	-0.3	-4	8	16	23	1	-35
COc1ccc(S(=O)(=O)N(C)c2ccc(C(=O)Nc3ccccc3C(=O)N3CCOCC3)cc2)cc1	-1	-4	-3	0.0	0	33	5	-2	0	-15
Cc1ccccc1-c1ccc(/C=C2/SC(N3CCOCC3)=NC2=O)o1	6	17	2	0.1	-3	11	8	3	0	-4
O=C(CN1C(=O)NC2(CCCC2)C1=O)OCc1c(F)cccc1Cl	.	-3	-2	0.7	.	4	6	9	0	.
Cc1cc(C(=O)Nc2sccc2C#N)c2ccccc2n1	-1	15	-3	-0.8	0	19	-1	0	1	-12
CCOC(=O)Cc1csc(NC(=O)c2c(-c3c(Cl)cccc3Cl)noc2C)n1	2	17	-1	-1.5	0	-2	3	14	-1	9
CN1CCN(C(=O)c2ccc3c(c2)OCCO3)CC1	-4	-21	2	-0.2	0	7	-3	23	2	-23
Cc1cc(C)n(Cc2n[nH]c(=S)n2Cc2ccccc2)n1	3	3	-2	-0.1	3	27	-4	-5	0	-11
Cc1ccc(/C(O)=C/C(=O)C(=O)NC23CC4CC(CC(C4)C2)C3)cc1	3	-8	1	0.2	3	7	-10	-5	-1	-13
O=C(C1COc2ccccc2O1)N1CCN(c2ccccn2)CC1 (centres undefined)	.	4	0	0.6	.	25	1	7	2	.
Cc1ccc(/C=C/C(=O)O)cc1S(=O)(=O)N(CCO)CCO	0	3	5	-2.5	3	34	-9	-4	2	11
COc1cc(C)ccc1OCc1cc(C(=O)NCc2ccncc2)no1	-3	-57	2	2.2	-3	41	16	1	-1	-88
COc1cccc(NC(=O)CCCCCN2C(=O)[C@@H]3Cc4ccccc4CN3C2=O)c1	-4	-13	-4	0.1	3	5	5	-16	1	-9
Cc1cc(OCCOCCN2CCCC2)ccc1C(C)C	1	14	0	-1.5	2	24	-19	-9	-1	-7
Cc1[nH]c(=O)[nH]c(=O)c1NC(=O)CSc1ncccc1-c1nc2ccccc2[nH]1	0	0	6	0.2	6	41	-16	-15	5	-32
CC(Oc1ccccc1)C(=O)N=C1SC2CS(=O)(=O)CC2N1c1ccccc1 (centres undefined)	4	17	-3	0.2	1	9	5	16	2	-30
Cc1nnc2ccc(-c3cccc(NS(=O)(=O)c4cc(F)ccc4F)c3)nn12	.	37	-2	0.5	.	5	1	-18	3	.
O=C(c1ncc[nH]1)c1ccccc1C(=O)N1CCOCC1	-1	7	2	0.4	0	27	-5	-25	-1	-11
COc1ccc(CN2CCC(c3nc4ccc(Cl)cc4[nH]3)CC2)cc1	0	-31	2	-1.2	4	28	3	2	1	-13
O=CNCCc1nc2ccccc2n1CCc1ccccc1	-7	-4	-3	-0.9	3	25	-2	0	1	-20

(more compounds)
SMILES	IEC-6 tox	aSyn 5UTR inh	GSK3 alpha inh	HIF act	HSP90 refold inh	AI-2 QS mod	HSF1 inh	HSF-1 act	GSK3beta inhib	KLF5 inh
O=C(COC(=O)/C=C/c1ccccc1)NCCC1=CCCCC1	-4	-20	.	0.0	3	11	-2	-2	3	-23
CCc1ccc(C(=O)CSc2ncn[nH]2)cc1	-7	-115	-1	1.3	-5	33	-2	-20	-2	-70
C=CCSc1nnc2c(n1)OC(c1c(C)[nH]n(-c3ccccc3)c1=O)Nc1ccccc1-2 (centres undefined)	-2	-8	-2	-0.2	0	11	.	.	4	-29
COc1ccccc1Nc1ncccc1C(=O)O	2	3	-3	-2.5	0	-16	-6	6	2	-18
COc1ccc(OC)c(NC(=S)N2CCN(Cc3ccccc3)CC2)c1	3	0	-2	-0.1	-2	15	-1	5	-1	-10
COCCNC(=S)N(CCc1c(C)[nH]c2ccc(F)cc12)Cc1cccs1	3	27	3	0.0	-3	16	22	25	0	4
O=C(C1CCCN(c2ncnc3c2nc2n3CCCCC2)C1)N1CCN(c2ccc(Cl)cc2)CC1 (centres undefined)	0	24	-1	-0.1	-3	23	6	8	0	-35
Cc1onc(-c2ccccc2Cl)c1C(=O)Nc1sc2c(c1C#N)CCC2	2	18	1	0.2	-2	8	0	33	-6	-12
COc1ccccc1Cn1c(=O)[nH]c2cccnc21	1	0	-3	0.2	3	3	0	-2	3	14
CN(C)c1ccc(S(=O)(=O)N2CCCCC2)cc1NC(=O)COc1ccccc1F	10	20	-2	-1.0	1	19	8	9	3	-15
Cc1cc(/C=N/n2c(COc3ccccc3C)nc3ccccc3c2=O)c(O)c([N+](=O)[O-])c1	8	5	-2	7.3	3	17	1	-23	1	-20
CC1(C)CC(c2nc(-c3ccc([N+](=O)[O-])cc3)cs2)CCO1 (centres undefined)	-6	-2	-2	-0.6	-3	16	0	14	0	-4
CCCCOc1ccc(C(=O)OCC(=O)Nc2cc(C)on2)cc1	-7	0	-2	-0.2	-1	16	0	7	1	-20
CC/C(=N\NC(=O)c1c[nH]c2ccccc12)c1cccs1	13	-122	2	1.2	-1	20	3	11	2	-24
O=C(COc1ccccc1)N=C1SC2CS(=O)(=O)CC2N1c1ccc(F)cc1 (centres undefined)	-2	16	-1	-0.1	-3	24	4	4	0	-21
NC(=O)C1CCN(Cc2nc3ccccc3c(=O)[nH]2)CC1	-2	-2	-2	0.1	2	11	-6	11	-2	-30
O=C(N/N=C/c1ccncc1)c1ccccc1[N+](=O)[O-]	0	4	-2	0.1	4	23	-8	29	0	-10
O=C(Nc1cccc(Cl)c1N1CCOCC1)c1cccnc1	2	-2	1	-24	-2	18	-9	24	1	-12
CCCNC(=O)c1ccccc1NC(=O)CN(c1ccccc1OCC)S(C)(=O)=O	-1	31	-2	-0.9	4	-1	5	-6	4	2
COc1ccc(CNc2ccc([N+](=O)[O-])cn2)cc1	2	-137	-2	4.1	-2	2	23	33	-1	-133
CCCCC1=CC2=CC(=O)C(C)(OC(=O)CCc3ccccc3)C(=O)C2=CO1 (centres undefined)	.	20	-2	0.0	.	2	-7	-13	-2	.
